Kir21 block: inhibitors of mouse Kir2.1 inward-rectifier potassium channel; P35561; HEK293-Kir2.1, FluxOR thallium flux fluorescence; hits give low values; B-score at 10 µM; 310,000 compounds, 0.85% hits; AID 1672;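 active means fluorescence ratio B-score at or below minus 3 SD of library scores, with starting-brightness B-score within 2 SD, cut at about -4.2 in these data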;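 further: channel flux triggered by added potassium and thallium sulfate stimulus; B-score of peak minus minimum fluorescence over baseline after thallium stimulus; more negative B-score means stronger Kir2.1 block with less thallium influx; some compounds called inactive have numbers as strong as hits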
Target sequence (P35561 whole entry, looked up): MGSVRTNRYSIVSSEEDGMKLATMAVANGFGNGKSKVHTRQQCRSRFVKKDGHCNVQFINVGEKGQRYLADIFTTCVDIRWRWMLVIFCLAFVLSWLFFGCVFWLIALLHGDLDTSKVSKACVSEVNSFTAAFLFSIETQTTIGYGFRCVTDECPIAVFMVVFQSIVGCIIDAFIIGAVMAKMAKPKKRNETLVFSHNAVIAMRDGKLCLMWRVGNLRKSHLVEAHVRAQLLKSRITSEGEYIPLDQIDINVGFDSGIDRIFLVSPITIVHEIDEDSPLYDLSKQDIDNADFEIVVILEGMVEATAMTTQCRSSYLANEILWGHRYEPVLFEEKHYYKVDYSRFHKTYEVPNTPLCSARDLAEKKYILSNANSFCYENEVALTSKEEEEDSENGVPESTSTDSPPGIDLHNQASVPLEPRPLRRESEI
CHT block: inhibitors of human choline transporter CHT | CHT-expressing cells, membrane potential dye, choline response; hits give low values | B-score at 10 µM | 310,000 compounds, 0.86% hits | AID 488975;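 active means B-score over 3 SD under the library average, and starting fluorescence ratio not unusually high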;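 further: choline stimulus applied at its EC90 after an EC20 pre-addition; B-score computed on integrated fluorescence ratio after choline addition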
Target sequence (Q9GZV3 whole entry, looked up): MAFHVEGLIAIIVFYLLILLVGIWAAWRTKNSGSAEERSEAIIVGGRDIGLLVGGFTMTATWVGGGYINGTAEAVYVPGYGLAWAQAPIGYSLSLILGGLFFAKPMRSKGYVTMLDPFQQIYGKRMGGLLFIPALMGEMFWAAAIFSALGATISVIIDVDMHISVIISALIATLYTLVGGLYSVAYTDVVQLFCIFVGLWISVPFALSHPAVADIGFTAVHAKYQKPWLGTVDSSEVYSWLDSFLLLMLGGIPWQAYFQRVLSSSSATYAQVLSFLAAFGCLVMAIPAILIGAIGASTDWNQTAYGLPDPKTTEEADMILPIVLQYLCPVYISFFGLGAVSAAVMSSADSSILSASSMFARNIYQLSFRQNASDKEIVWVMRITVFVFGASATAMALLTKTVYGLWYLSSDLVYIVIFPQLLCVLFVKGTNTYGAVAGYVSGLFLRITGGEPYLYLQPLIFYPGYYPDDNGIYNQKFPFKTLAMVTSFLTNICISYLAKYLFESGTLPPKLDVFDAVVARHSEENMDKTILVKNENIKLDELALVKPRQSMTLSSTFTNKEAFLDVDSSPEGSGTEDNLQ
KCNQ2 inh: KCNQ2 potassium channel inhibitors, primary screen, cell-based, CHO-K1, FluxOR thallium flux, B-score (AID 2156) | O88943 | 20 min; hits give low values | B-score at 10 µM | 310,000 compounds, 1.1% hits;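 active means fluorescence ratio B-score at most minus 3 library SDs, with starting brightness B-score within 2 library SDs, cut at about -5.5 in these data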
The depositor's hits bear a star; i = inactive; . = no result given.

SMILES	Kir21 block	CHT block	KCNQ2 inh
CC(NC(=O)c1cccc(F)c1)C(c1cccs1)N1CCN(C)CC1 (configuration not stated)	0.24	i	i
O=C1c2cccc(O)c2C(=O)c2c(O)cccc21	0.69	i	i
COc1cccc(OCC(Cn2c(C)nc3ccccc32)OC(C)=O)c1 (configuration not stated)	2.1	i	i
FC(F)(F)c1cnc2c(-c3ccccc3)n[nH]c2c1	-2.2	.	i
CCN(c1ccccc1)S(=O)(=O)c1ccc(Cl)c(C(=O)NCC2CCCO2)c1 (configuration not stated)	0.25	i	i
Cc1ccc(N2C(=O)Nc3ccccc3S2(=O)=O)cc1Cl	-0.61	i	i
CNc1nnc(-c2ccncc2)s1	1	i	i
OC1CCN(c2cc(-c3ccccc3)nc3cc(-c4ccc(F)cc4)nn23)CC1	0.87	i	i
O=C(CCc1nnc2n(Cc3ccc(F)cc3)c(=O)c3ccccc3n12)NCCCN1CCOCC1	0.47	i	i
CCCNC(=O)c1c(N)n(-c2cc(OC)cc(OC)c2)c2nc3ccccc3nc12	1.9	i	i
COCC(=O)N(Cc1cc2ccc(C)cc2[nH]c1=O)c1ccc(OC)cc1	-1.2	i	i
COc1ccc(NC2CCCN(C(=O)CCCn3cncn3)C2)cc1 (configuration not stated)	-0.53	i	i
CCCc1cc(=O)[nH]c(SCC(=O)N(C)C2CCS(=O)(=O)C2)n1 (configuration not stated)	-0.94	i	i
CC1CN(c2nc3ccccc3nc2SCC(=O)Nc2cccc(C(F)(F)F)c2)CC(C)O1 (configuration not stated)	-1.3	i	i
COc1ccc(OC)c2[nH]c(=O)c(CCNS(=O)(=O)c3ccc(Cl)cc3)cc12	-1.9	i	i
Clc1ccc2c(c1)C1=C(C(c3ccncc3)O2)C(c2ccc(Br)cc2)n2ncnc2N1 (configuration not stated)	-0.31	i	i
CCN(CC)S(=O)(=O)c1ccc(/C=C/C(=O)Nc2cccc(F)c2)cc1	-0.86	i	i
CC(c1ccccc1)N1C(=O)c2ccc(C(=O)NCc3cccnc3)cc2C1=O (configuration not stated)	-0.03	i	i
CCC(C)(C)NC(=O)Cc1ccccc1OC	-0.74	i	i
COc1ccc(CNc2nc3ccccc3n2C)c(O)c1	1.2	i	i
CCN(Cc1ccccc1)S(=O)(=O)c1cc(C(=O)NC(C)C2CC3CCC2C3)ccc1OC (configuration not stated)	-1.1	i	i
Cc1ccc(OCC(=O)NC(=S)Nc2ccc(Br)cn2)cc1C	-0.09	i	i
Cc1cc(F)ccc1N1CCC(N2CCN(CCC(C)C)C(CCO)C2)CC1 (configuration not stated)	0	i	i
Cc1c(O)nc(SCC(=O)Nc2ccc3c4c(cccc24)CC3)n(-c2ccccc2)c1=O	0.36	i	i
CCOCN(C(=O)Cn1cnc2ccccc21)c1c(C)cccc1CC	0.04	i	i

Whole records from above. Screens in order: Kir21 block | CHT block | KCNQ2 inh
Results for Cc1ccc(OCC(=O)NC(=S)Nc2ccc(Br)cn2)cc1C : -0.09 | i | i
Results for COc1cccc(OCC(Cn2c(C)nc3ccccc32)OC(C)=O)c1 (configuration not stated) : 2.1 | i | i
Results for COc1ccc(OC)c2[nH]c(=O)c(CCNS(=O)(=O)c3ccc(Cl)cc3)cc12 : -1.9 | i | i
Results for CCN(c1ccccc1)S(=O)(=O)c1ccc(Cl)c(C(=O)NCC2CCCO2)c1 (configuration not stated) : 0.25 | i | i
Results for CCN(CC)S(=O)(=O)c1ccc(/C=C/C(=O)Nc2cccc(F)c2)cc1 : -0.86 | i | i

Next section:
SMILES	Kir21 block	CHT block	KCNQ2 inh
O=C(CSc1nnc(Cc2ccccc2)o1)NC1CCCCC1	-0.28	i	i
COC(=O)c1cnn2c3c(c(C)nc12)CCCC3	-0.68	i	i
COc1ccc(CCNc2oc(Cc3cccc4ccccc34)nc2C#N)cc1OC	-2.5	i	i
Cc1ccc(O)c(-c2cc(C(F)(F)C(F)F)nc(-c3ccccc3)n2)c1	1.1	i	i
C=CCC1(CC=C)CCCN1C(=O)CC1C(=O)NCCN1Cc1cc(OC)cc(OC)c1 (configuration not stated)	-0.9	i	i
CCCCCNC(=O)CN(c1ccc2c(c1)OCO2)S(C)(=O)=O	-0.09	i	i
CN1CCN(c2ncnc3scc(-c4ccccc4Cl)c23)CC1	-2.7	i	i
Cc1c(C(=O)N2CCOCC2)[nH]c2ccc(OCc3ccccc3)cc12	2.2	i	i
O=C(COC(=O)C1CC2C=CC1C2)Nc1ccc2c(c1)OC(F)(F)O2 (configuration not stated)	-0.03	i	i
CC1(C)Cc2c(sc(NC(=O)/C=C/C(=O)O)c2C#N)CO1	2	i	i
COc1cccc(CC(=O)OCC(=O)NCC(=O)Nc2cccc(C)c2C)c1	-0.08	i	i
O=C(COC(=O)c1cccc([N+](=O)[O-])c1)NCC1CCCO1 (configuration not stated)	-0.13	i	i
CCOC(=O)C1CCN(C(=O)c2cc3ccccc3oc2=O)CC1	-1	i	i
Cc1ccc(CN2C(=O)c3ccccc3NC2c2cc(Br)ccc2O)cc1 (configuration not stated)	0.03	i	i
CCOC(=O)c1ccc(NC(=O)NC2CC3CCC(C2)N3Cc2nnnn2Cc2ccco2)cc1 (configuration not stated)	-1.3	i	i
CSc1ncc(C(=O)Nc2ccccc2Cl)c(C)n1	0.58	i	i
O=C(c1ccccc1)N1CCN(C(=O)c2nn3c(C(F)(F)F)cc(-c4ccccc4)nc3c2Br)CC1	0.61	i	i
COc1cccc(-n2nnc(S(=O)(=O)c3ccc(C)cc3)c2N)c1	2.1	i	i
NC(=O)c1nsc(C(=O)N(c2ccc(F)cc2)C(C(=O)NC2CCCC2)c2ccncc2)c1N (configuration not stated)	-0.97	i	i
CC(=O)c1c(C)[nH]c(C(=O)Nc2cccc(S(=O)(=O)N(C)c3ccccc3)c2)c1C	-0.65	i	i
CC(C)C(=O)NC(Nc1ccc(S(N)(=O)=O)cc1)C(Cl)(Cl)Cl (configuration not stated)	1.7	i	i
Cc1nc2ccc(C(=O)N3c4ccccc4CC3C)cc2s1 (configuration not stated)	-1	i	i
CC1Sc2ccc(S(=O)(=O)N3CCC(C(=O)N(C)Cc4ccccc4)CC3)cc2NC1=O (configuration not stated)	1.4	i	i
Cc1ccc(C)c(NC(=O)COC(=O)CC2c3ccccc3CCN2S(=O)(=O)c2ccc(F)cc2)c1 (configuration not stated)	-2.4	i	i
S=C(NCc1ccc(Cl)cc1)NC12CC3CC(CC(C3)C1)C2	1.6	i	i

Additional compounds follow:
SMILES	Kir21 block	CHT block	KCNQ2 inh
CCc1nnc(NC(=O)Cn2c(=O)oc3ccccc32)s1	1.1	i	i
COc1ccccc1CCNC(=O)C(=O)NCC1OCCN1S(=O)(=O)c1ccc(C)cc1 (configuration not stated)	-0.75	i	i
O=C(CCCN1C(=O)S/C(=C\C=C\c2ccccc2)C1=O)Nc1ccc(O)cc1	-0.47	i	i
O=C(Nc1ccc(Cl)cn1)c1cccc(F)c1	0.95	i	i
Cc1ccc(-c2nnnn2CS(=O)(=O)c2ccccc2)cc1	0.52	i	i
COc1ccc(-c2nc(CS(=O)CC(=O)NC3CCC(C)CC3)c(C)o2)cc1OC (configuration not stated)	-1.3	i	i
O=C(CCc1nc2ccccc2c(=O)[nH]1)N1CCCc2ccccc21	1.4	i	i
CCCCn1c(N)c(S(=O)(=O)c2ccc(C)cc2)c2nc3ccccc3nc21	0.03	i	i
N#C/C(=C\c1ccc[nH]1)C(=O)NCC1CCCO1 (configuration not stated)	-0.06	i	i
C=CCn1c(NCc2ccc(OC)cc2)nc2ccccc21	-0.41	i	i
CC(C)(C)NC(=O)CSc1nnc(-c2ccncc2)n1Cc1ccccc1	0.42	i	i
O=S(=O)(c1ccccc1)N(Cc1ccc(Cl)cc1)c1ccncc1	0.44	i	i
Cn1c(=O)c(=O)n(C)c2cc(S(=O)(=O)N3CCN(C4CCCCC4)CC3)ccc21	1.1	i	i
Cc1ccc(Cl)cc1NC(=O)CCS(=O)(=O)c1cccc2nonc12	-0.86	i	i
CCOC(=O)Cn1nnc2c(sc3nc4c(c(-c5ccccc5)c32)CCC4)c1=O	-1.7	i	i
CC(C)(C)OC(=O)NN=C(c1ccc(O)cc1)c1ccc(O)cc1	-0.21	i	i
COc1cccc(-n2ccnc2SCC(=O)Nc2cc(C)on2)c1	-0.08	i	i
CCN(CC)C(=O)/C=C/c1ccc(OC)c(S(=O)(=O)N2CCCCC2)c1	-0.59	i	i
Cc1cccc(-n2c(=O)[nH]c3c(C(N)=O)nc(-c4ccccc4Cl)nc32)c1	2.3	i	i
CC1=CCC2COC(c3ccc[n+](Cc4ccccc4)c3)C1C2 (configuration not stated)	-0.01	i	i
Cc1cccc(NC(=O)Cc2ccc(F)cc2)c1	0.76	i	i
O=C(CSc1nnc(CNC(=O)c2c(F)cccc2Cl)o1)NCc1ccccc1	-2.1	i	i
CCOc1ccc(-c2ncncc2-c2ccccc2OC)c(O)c1	-1.1	i	i
CC(C)(C)NC(=O)C(=O)NNC(=O)c1ccc(C(C)(C)C)cc1	-2.4	i	i
CCCn1c(=O)c2c(C(F)(F)F)cc(-c3cccs3)nc2n(CCC)c1=O	0.66	i	i

Next compounds follow:
SMILES	Kir21 block	CHT block	KCNQ2 inh
CCCC1=NN(c2ccc([N+](=O)[O-])cc2)C(=O)/C1=C\N(C)C	-0.8	i	i
CC(C)(C)c1nc[nH]c(=O)c1Br	-0.12	i	i
CCc1ccc(N2C(=O)CC(Cn3nc(C)cc3C)C2=O)cc1 (configuration not stated)	0.04	i	i
CCc1ccc(-n2c(SCc3cc(=O)n4cc(Br)ccc4n3)nc3[nH]ncc3c2=O)cc1	0.19	i	i
O=S(=O)(NC1CCCCC1N1CCN(c2ccccc2F)CC1)c1ccc(Cl)cc1 (configuration not stated)	-3.3	i	i
COc1ccc(S(=O)(=O)N2CCOC23CCN(S(=O)(=O)c2ccc(C)cc2)CC3)cc1	-1.5	i	i
O=C(O)Cc1n[nH]c(=O)c2ccccc12	-0.13	i	i
COC(=O)C1=C(C)N(Cc2ccc(C)cc2)C(=O)/C1=C\c1ccc(O)c(OC)c1	-0.35	i	i
Cc1c(Cl)cccc1NC(=S)NCCCN(C)C	0	i	i
O=C1C2C3c4ccccc4C(Br)(c4ccccc43)C2C(=O)N1c1ccccc1O (configuration not stated)	1.6	i	i
O=C(Nc1ccc(S(=O)(=O)Nc2ncccn2)cc1)c1ccc(N2CCCC2=O)cc1	0.75	i	i
Cc1ccc(OCC(=O)N/N=C\c2c(C)[nH]n(-c3ccccc3)c2=O)c([N+](=O)[O-])c1	-0.07	i	i
CCCCNC(=O)Nc1cc(C(=O)OC)ccc1Cl	0.02	i	i
N#CC(c1ccc(Cl)cc1)N1CCOCC1 (configuration not stated)	0.07	i	i
O=C(CC12CC3CC(CC(C3)C1)C2)N1CCN(S(=O)(=O)c2cccs2)CC1	-0.84	i	i
O=C1Nc2ccccc2Nc2ccc([N+](=O)[O-])cc21	1.5	i	i
O=C(CN1C(=O)COc2ccccc21)NCCN1CCOCC1	0.81	i	i
Cn1c(Cc2ccccc2)nnc1SCc1nc2ccccc2c(=O)[nH]1	0	i	i
N#C/C(=C\c1ccccc1Cl)C(=O)NC(=O)Oc1ccccc1	-0.39	i	i
Cn1c(O)c(N=Nc2ccccc2)c2ccccc21	1.6	i	i
CCOc1ccccc1-n1cnc(C#N)c1N	0.18	i	i
CC(C)(C)NCCCOc1ccc(Cl)cc1C(C)(C)C	-3	i	i
CCOC(=O)C(C)Sc1nc2c([nH]c3ccccc32)c(=O)n1C (configuration not stated)	-0.12	i	i
NC(=O)[C@H]1CC2(CC(c3cccc(NC(=O)COc4ccc(Cl)cc4)c3)=NO2)CN1C(=O)C(c1ccccc1)c1ccccc1 (some centres not stated)	1.3	i	i
COc1ccc(N2CCN(CC(=O)NC(C)c3ccccc3)CC2)cc1 (configuration not stated)	0.05	i	i

Reprinted at random: five records from the list
SMILES	Kir21 block	CHT block	KCNQ2 inh
CCCC1=NN(c2ccc([N+](=O)[O-])cc2)C(=O)/C1=C\N(C)C	-0.8	i	i
CCOc1ccc(-c2ncncc2-c2ccccc2OC)c(O)c1	-1.1	i	i
CC(C)(C)c1nc[nH]c(=O)c1Br	-0.12	i	i
CC1(C)Cc2c(sc(NC(=O)/C=C/C(=O)O)c2C#N)CO1	2	i	i
CC(C)(C)NC(=O)CSc1nnc(-c2ccncc2)n1Cc1ccccc1	0.42	i	i

(cont.)
SMILES	Kir21 block	CHT block	KCNQ2 inh
COCc1ccc(C(=O)N2CCCC(C(=O)c3ccc(SC)cc3)C2)o1 (configuration not stated)	-0.42	i	i
C=CCn1c(C)cc(-c2csc(NCC)n2)c1C	-0.3	i	i
Cc1cc(OCC(=O)N(C)c2c(N)n(Cc3ccccc3)c(=O)[nH]c2=O)c(C(C)C)cc1Cl	-0.39	i	i
O=C(Cn1ncc2c([nH]c3ccccc32)c1=O)N1CCCCC1	-0.15	i	i
CCOC(=O)Cc1csc(NC(=O)c2ccc([N+](=O)[O-])cc2[N+](=O)[O-])n1	0.07	i	i
COc1cccc(C(=O)NCCNC(=O)c2cnccn2)c1	-0.56	i	i
COc1cccc(CNc2ccc(C)c(Cl)c2)c1	1.4	i	i
O=C(NCc1ccccn1)c1cccc(NS(=O)(=O)c2ccccc2)c1	-0.43	i	i
COc1ccc(-c2nc3ccc(C(=O)NCCCN4CCOCC4)cc3nc2-c2ccc(OC)cc2)cc1	1.2	-5.1*	i
CCN(c1ccc(C)cc1)S(=O)(=O)c1nnc(NC(=O)c2ccco2)s1	-1.3	i	i
CC(=O)c1ccc(N2CCN(c3ncccn3)CC2)cc1	1.2	i	i
CC(C)(C)CC(=O)Nc1nnc(SCC(=O)Nc2ccccc2F)s1	-1.3	i	i
